TbPYK inhibitor – T. brucei pyruvate kinase inhibition | Q57TT1 | TbPYK enzyme, Kinase-Glo Plus ATP luminescence, 45 min | Potency, µM (top dose mostly 76.8 µM), without a hit: at the top dose activity, negative = inhibition, most hits filed as inhibitors | actives 0.12% (n = 410,000) | AID 624173; further: potency means the concentration at half of the fitted maximal effect; nearly all actives have a fitted effect of over 50% in size
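Activity of T. brucei pyruvate kinase was followed by Kinase-Glo Plus luminescence after the enzyme reacted 45 min at room temperature with 130 uM ADP (final) and substrate. Test compounds were added before ADP at multiple concentrations.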
AmpC inh detg – AmpC beta-lactamase inhibition with detergent present; P00811; AmpC hydrolysis of nitrocefin, absorbance 480 nm, 0.01% Triton; Potency, µM (series often up to 114 µM), for inactives: at the top dose activity change, negative = inhibition, most hits filed as inhibitors; actives 0.041% (n = 370,000);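 further: potency means the concentration at half of the fitted maximal effect; 0% = no-compound wells and -100% = no-enzyme wells; nearly all actives have a fitted effect of over 25% in size; some results filed as inactive show a strong effect at the top dose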
Target sequence (P00811 whole entry, looked up): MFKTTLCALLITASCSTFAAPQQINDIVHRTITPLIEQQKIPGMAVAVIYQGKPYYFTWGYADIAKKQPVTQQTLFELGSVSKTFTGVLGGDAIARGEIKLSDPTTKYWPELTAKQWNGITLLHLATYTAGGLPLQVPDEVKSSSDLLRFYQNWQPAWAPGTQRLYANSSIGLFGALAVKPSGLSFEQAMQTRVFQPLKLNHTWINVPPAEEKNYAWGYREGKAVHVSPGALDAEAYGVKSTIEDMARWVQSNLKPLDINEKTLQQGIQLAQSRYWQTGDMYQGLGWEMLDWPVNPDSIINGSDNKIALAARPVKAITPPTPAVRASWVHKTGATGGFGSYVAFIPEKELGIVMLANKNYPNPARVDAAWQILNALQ
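AmpC (5.3 nM in the dispensed reagent) in 20 mM phosphate pH 7.0 with 0.01% (detergent screen) or 0.0001% Triton X-100 was preincubated with compounds for 15 min at room temperature. Nitrocefin was then added from an 800 uM solution, and hydrolysis was followed at 480 nm.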
LmPK inhibitor – LmPK (Leishmania mexicana) enzyme inhibition; Potency, µM (top dose mostly 57.5 µM), for the others: at the highest dose activity change, negative = inhibition, usual class: inhibitors; AID 1721; purified LmPK, Kinase-Glo ATP luminescence, 1 h; Q27686; actives 0.37% (n = 290,000); further: potency means the concentration at half of the fitted maximal effect
Target sequence (Q27686 whole entry, looked up): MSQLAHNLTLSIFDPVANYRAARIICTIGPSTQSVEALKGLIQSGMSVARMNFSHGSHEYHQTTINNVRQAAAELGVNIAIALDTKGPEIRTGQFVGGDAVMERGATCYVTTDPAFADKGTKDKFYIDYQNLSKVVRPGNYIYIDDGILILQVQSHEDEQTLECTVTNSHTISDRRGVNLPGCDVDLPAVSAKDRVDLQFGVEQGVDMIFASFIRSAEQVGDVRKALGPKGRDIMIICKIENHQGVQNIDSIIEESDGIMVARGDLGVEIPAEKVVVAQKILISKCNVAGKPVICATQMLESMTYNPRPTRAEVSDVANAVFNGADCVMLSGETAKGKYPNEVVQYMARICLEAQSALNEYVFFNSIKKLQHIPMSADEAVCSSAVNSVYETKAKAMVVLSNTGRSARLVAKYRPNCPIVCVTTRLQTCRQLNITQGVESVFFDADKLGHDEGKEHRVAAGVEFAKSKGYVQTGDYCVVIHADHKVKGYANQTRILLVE
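ATP generated from ADP (0.1 mM) and PEP (0.5 mM) by 0.1 nM LmPK over 1 h at room temperature (pH 7.2 imidazole buffer) was detected by coupled luciferase luminescence. Values were normalized to uninhibited and no-enzyme wells.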
HCMV inh – inhibitors of human cytomegalovirus | AID 1259415 | activity change, negative = inhibition, % at 57.5 µM | actives 4.5% (n = 410,000) | HFF cells, HCMV-luciferase reporter, 72 h; hits give low values; in the data active means activity change below about -60%; inconclusive means no clear call, values can overlap the other calls; inactive means above about -39%
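Luciferase read-out from HCMV-luciferase-infected HFFs (MOI 1 PFU/cell) 72 h post infection at 37C; compounds added after 16 h cell attachment; activity normalized between buffer-only basal and Salinomycin (10uM) inhibitor controls.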
AmpC no deterg – blocks E. coli AmpC beta-lactamase in detergent-free assay | actives 0.52% (n = 330,000) | P00811 | AmpC nitrocefin hydrolysis, absorbance 480 nm, 0.0001% Triton | Potency, µM (doses to about 57.1 µM), without a hit: at the highest dose activity change, negative = inhibition, most hits filed as inhibitors | AID 485341;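 further: potency means the concentration at half of the fitted maximal effect; plate controls were no compound for no effect and no enzyme for full effect; nearly all actives have a fitted effect of over 20% in size; some results filed as inactive show a strong effect at the top dose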
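20 mM phosphate pH 7.0 + 0.01% (detergent screen) or 0.0001% Triton X-100; 5.3 nM AmpC reagent; cpd preinc 15 min RT; nitrocefin (800 uM stock) to start; A480 q20 s × 4 min; Activity was normalised to no-enzyme and no-compound control wells.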
Sm TGR block – S. mansoni TGR enzyme inhibition; purified TGR, DTNB reduction, TNB absorbance 405 nm; Potency, µM (series often up to 114 µM), inactives show at the highest dose activity change, negative = inhibition, actives largely listed as inhibitors; actives 3% (n = 360,000); further: potency means the concentration at half of the fitted maximal effect; nearly all actives have a fitted effect of over 60% in size
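First, TGR (20 nM dispensed) and NADPH were mixed with compound. Second, a 15 min room-temperature incubation followed. Third, further NADPH and then DTNB were added to start the reaction. Finally, TNB absorbance was monitored kinetically.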
AMA1 RON2 block – disrupts binding of P. falciparum AMA1 to RON2; actives 0.2% (n = 360,000); Potency, µM (doses to about 58.2 µM), for the others: top-dose activity change, negative = inhibition, most hits filed as inhibitors; AID 720542; AlphaScreen AMA1-biotinylated RON2 peptide binding;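 further: potency means the concentration at half of the fitted maximal effect; 0% = vehicle wells and -100% = peptide control; nearly all actives have a fitted effect of over 45% in size; some results filed as inactive show a strong effect at the top dose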
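AMA1 (3D7) with his tag at 25 nM final met compounds first, then biotinylated RON2 peptide at 25 nM; detection used donor plus acceptor beads, 10 µg/mL apiece, read by AlphaScreen after 30 min at room temperature.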
* = called active by the depositor; ? = inconclusive; nt = not tested or not shown; [ ] = remark or other dose. Unless noted, the call rests on the fitted dose curve; in most records, active means well fitted curve in the direction sought with a large enough effect; inconclusive means small, poorly fitted or top-dose-only effect, or another doubt; inactive means no such curve, though single readings can be large; an effect the other way counts as inactive or inconclusive. Unless noted, on the % scale 0 is the no-effect control and ±100 the full control effect.

item | SMILES | TbPYK inhibitor | AmpC inh detg | LmPK inhibitor | HCMV inh | AmpC no deterg | Sm TGR block | AMA1 RON2 block
1 | Cc1ccc(NC(=O)c2ccc(C)c(S(=O)(=O)N3CCCCCC3)c2)cc1 | -0.8% | 5.1% | nt | ? | nt | 16.1% | nt
2 | CCOc1ccc(OCCSc2nnnn2-c2ccccc2)cc1 | 4.7% | 0.6% | -4.6% | 6.0 | 2.0% | -14.0% | 31.7%[activator]
3 | COc1ccc(N(C(C)=O)C2C=CS(=O)(=O)C2)c(OC)c1 (stereo not drawn) | 1.2% | -11.3% | -6.6% | 33.9 | 0.9% | -3.8% | 0.3%
4 | Cc1ccc(-n2ccc(-c3nn(-c4ccccc4)ccc3=O)n2)cc1 | -2.6% | -2.2% | 3.6% | ? | 5.5% | -6.0% | -8.0%
5 | CSc1ccc(OC2(C)CCN(Cc3ccc(OC(C)C)cc3)C2)cc1 (stereo not drawn) | 4.2% | nt | nt | 9.1 | nt | nt | ?
6 | COc1cccc(NP(=O)(Oc2ccccc2Cl)Oc2ccccc2Cl)c1 | -1.5% | -2.1% | 5.7% | -26.1 | -3.5% | -1.7% | 0.2%
7 | Cc1ccc(Cn2ccnc2SCC(=O)NCc2ccc(F)cc2)cc1 | 0.0% | 3.2% | nt | -20.4 | nt | 0.6% | nt
8 | CC(=O)Nc1ccc(C)c(NS(=O)(=O)c2cccc(C(F)(F)F)c2)c1 | -4.3% | -2.4% | 5.7% | -38.2 | -14.3% | -1.5% | 0.5%
9 | CCCCn1c(O)c(N=NC(=O)c2ccco2)c2ccccc21 | 4.4% | 10.4% | -0.1% | -13.7 | 14.0% | 2.1% | -7.5%
10 | CCc1nn2c(=O)cc(CSCC(=O)Nc3ccccc3F)nc2s1 | 0.5% | -4.0% | -10.2% | nt | 0.3% | -10.8% | -0.8%
11 | CCn1c(=O)cc(OCC(=O)N2CCc3ccccc32)c2ccccc21 | -8.0% | ? | 4.3% | -21.0 | -16.7% | 0.7% | -1.7%
12 | COc1ccc(S(=O)(=O)N(Cc2ccccc2)Cc2nc3ccccc3c(=O)[nH]2)cc1 | 7.1% | -14.2% | -0.3% | -99.8* | -3.2% | ? | 31.5%[activator]
13 | O=C(CCN1CCN(Cc2ccccc2)CC1)NNC(=O)Nc1cccc([N+](=O)[O-])c1 | -0.7% | 0.5% | -5.1% | ? | 17.1% | -0.4% | 35.8%[activator]
14 | Cc1ccc(C)c(C(=O)COC(=O)C2CCN(c3ccc(C(F)(F)F)cn3)CC2)c1 | -0.5% | -20.0% | nt | -9.6 | -49.3% | 6.1% | -12.8%
15 | CC(=O)c1ccc(NC(=O)C2CCC(C)(C(=O)O)C2(C)C)cc1 (stereo not drawn) | -0.5% | -1.7% | 5.2% | 43.2 | -18.3% | 0.5% | -5.5%
16 | C=CCN1C(=O)/C(=C\c2cccs2)C(C(=O)OC)=C1C | 5.2% | 0.1% | 0.2% | 106.6 | -14.9% | -19.4% | ?
17 | O=C(CCc1ccc(S(=O)(=O)NCCc2ccccc2)cc1)NCc1ccc2c(c1)OCO2 | -15.6% | -1.0% | -0.7% | -33.2 | -11.8% | 7.3% | -5.3%
18 | CCc1ccccc1S(=O)(=O)Cc1ccc(C(=O)NCc2ccc(Cl)cc2)o1 | -4.5% | -14.9% | nt | -1.6 | nt | -22.0% | nt
19 | C/C(=N/NC(=O)c1ccoc1C)C12CC3CC(CC(C3)C1)C2 | 7.6% | -3.3% | 5.2% | -31.5 | -42.9% | -14.3% | 4.3%
20 | CCN1CCN(c2cc(C)c3cc(NC(=S)N4CCCC(C)C4)ccc3n2)CC1 (stereo not drawn) | 1.8% | 5.0% | 6.6% | -71.2* | 84.9%[activator] | 3.1% | -6.6%
21 | CCOC(=O)C1=CN(Cc2ccc(OC)cc2)C=C(C(=O)OCC)C1c1cccs1 | 3.4% | -4.5% | 4.3% | ? | 1.2% | -0.2% | 43.3%[activator]
22 | CC1CCCCN1C(=O)CSc1nnc(-c2cccc(Cl)c2)o1 (stereo not drawn) | -1.9% | 15.6% | nt | 26.6 | nt | 1.7% | nt
23 | Oc1ccc(/C=C/c2nc(-c3ccccc3O)n(-c3ccccc3)n2)c(O)c1 | -2.4% | -4.4% | nt | ? | nt | -8.0% | nt
24 | Cc1ccc(NC(=O)N2CCN(S(=O)(=O)c3ccccc3)CC2)cc1 | -14.3% | 5.7% | 1.7% | -31.6 | -8.0% | nt | 7.1%
25 | Cc1ccc(-c2nc3ccccc3c(=O)n2-c2ccc(O)cc2)cc1 | -9.9% | 3.1% | -0.5% | -39.1 | -9.8% | nt | 5.0%
26 | CCc1nc2c(OCc3cc(Cl)cc(Cl)c3)cccn2c1N(C)C(=O)c1ccc(C)cc1 | 4.2% | nt | nt | 73.4 | nt | nt | -12.8%
27 | O=C1COc2ccc(S(=O)(=O)N3CCC(C(=O)NCc4ccc(F)cc4)CC3)cc2N1 | -2.1% | -8.1% | -4.9% | -7.0 | -1.8% | 3.4% | -4.9%
28 | O=C(c1ccccc1)C1CCN(C(=O)C2CCC(=O)N(Cc3cccc(F)c3)C2)CC1 (stereo not drawn) | -4.2% | ? | -4.1% | -12.5 | 150.7%[activator] | 0.1% | -7.8%
29 | CC(C)OC(=O)c1sc2nc3c(cc2c1N)C(=O)CCC3 | 1.1% | -11.7% | -1.8% | 45.7 | -22.1% | 8.0% | -10.7%
30 | Oc1c(C(c2ccc(Cl)cc2)N2CCC3(CC2)OCCO3)sc2nc(-c3ccco3)nn12 (stereo not drawn) | 0.1% | 1.8% | nt | 21.1 | nt | 3.9% | nt
31 | CNc1ncnc2c1ncn2[C@H]1CN(CCN2CCOCC2)C[C@@H](CO)O1 | -3.5% | nt | nt | 17.0 | nt | nt | 7.8%
32 | C#CCN1C(=O)S/C(=C\c2ccc(-c3ccc(Cl)c(C(=O)O)c3)o2)C1=O | 3.2% | -8.7% | 0.9% | 80.6 | -17.8% | -22.9% | -1.1%
33 | OC(CN1C2=NCCCN2c2ccccc21)c1ccc(Cl)cc1 (stereo not drawn) | -11.0% | -17.2% | 0.5% | -69.2* | -4.3% | 2.3% | 1.1%
34 | O=C(O)C1CCCN(S(=O)(=O)Cc2ccccc2)C1 (stereo not drawn) | 8.8% | -8.7% | 0.1% | -5.3 | -0.2% | 5.9% | 2.5%
35 | CCC(Sc1nc(C)cc(C)n1)C(=O)O (stereo not drawn) | 4.0% | ? | 0.0% | 12.9 | -17.7% | 10.4% | -2.7%
36 | COCn1ccnc1C(=O)c1ccco1 | 5.7% | nt | nt | -19.9 | nt | nt | 4.6%
37 | O=C(COc1ccc(Br)cc1)Nc1ccccc1C(=O)N1CCOCC1 | 0.6% | -5.7% | 1.2% | -8.4 | 12.1% | -4.9% | 0.4%
38 | CC(=O)N(c1ccc2oc(=O)sc2c1)S(=O)(=O)c1cccc2cccnc12 | -17.0% | -0.6% | -2.1% | 9.4 | -45.8% | -1.0% | -4.9%
39 | O=C(NCc1ccncc1)C(=O)N/N=C/c1ccccn1 | -4.4% | -0.5% | -6.6% | -27.0 | -10.7% | 20.1% | 144.4%[activator]
40 | CCc1cc2c(SCC(=O)N3CC(=O)Nc4ccccc43)ncnc2s1 | -10.9% | -9.8% | 2.2% | -60.1* | -11.0% | -12.3% | -7.3%

An excerpt of these results, in transposed form.
[33] OC(CN1C2=NCCCN2c2ccccc21)c1ccc(Cl)cc1 (stereo not drawn)
[34] O=C(O)C1CCCN(S(=O)(=O)Cc2ccccc2)C1 (stereo not drawn)
[35] CCC(Sc1nc(C)cc(C)n1)C(=O)O (stereo not drawn)
[36] COCn1ccnc1C(=O)c1ccco1
entry no.,33,34,35,36
TbPYK inhibitor,-11.0%,8.8%,4.0%,5.7%
AmpC inh detg,-17.2%,-8.7%,?,nt
LmPK inhibitor,0.5%,0.1%,0.0%,nt
HCMV inh,-69.2*,-5.3,12.9,-19.9
AmpC no deterg,-4.3%,-0.2%,-17.7%,nt
Sm TGR block,2.3%,5.9%,10.4%,nt
AMA1 RON2 block,1.1%,2.5%,-2.7%,4.6%

The listing continues:
item | SMILES | TbPYK inhibitor | AmpC inh detg | LmPK inhibitor | HCMV inh | AmpC no deterg | Sm TGR block | AMA1 RON2 block
41 | O=C(COC(=O)C1CC1)Nc1ccc(Cl)cn1 | 0.0% | 3.5% | nt | -39.5 | -21.4% | -4.0% | 4.9%
42 | O=C(NCCCO)c1cc2ccccc2[nH]1 | -3.1% | 3.7% | -7.3% | -7.5 | -8.3% | -6.0% | -4.4%
43 | COc1ccc(N2CCN(C(=O)CCCC3=NS(=O)(=O)c4ccccc4N3)CC2)cc1 | 2.4% | 1.9% | 2.6% | 9.0 | -0.5% | -21.4% | 0.0%
44 | CN(C)c1ccc(/C=C/c2nnnn2-c2ccccc2)cc1 | 1.6% | -3.1% | -0.3% | 20.8 | -19.2% | -3.3% | ?
45 | CCN1CCCC1Cn1cnc2c([nH]c3ccc(Cl)cc32)c1=O (stereo not drawn) | -5.3% | -1.8% | -4.9% | 10.2 | -7.4% | -17.9% | 21.4%
46 | O=C1OC[C@H]2CCCN2C(=O)[C@@H](CC(=O)N(CCO)Cc2ccccc2)C/C=C\CC[C@H]1Cc1ccc(F)cc1 | 6.0% | nt | nt | 14.6 | 194.1%[activator] | nt | -0.6%
47 | Cc1onc(-c2ccccc2)c1C(=O)N(CC(C)C)c1c(N)n(CC(C)C)c(=O)[nH]c1=O | -0.7% | 2.2% | nt | 22.4 | 36.7% | -3.5% | -3.2%
48 | CSc1ccc(CN2C(=O)C(C)Sc3ccc(C(C)=O)cc32)cc1 (stereo not drawn) | 6.7% | nt | nt | 11.4 | nt | nt | -14.0%
49 | O=C(CCCCCN1C(=O)C2C3C=CC(C3)C2C1=O)Nc1nccs1 (stereo not drawn) | -3.2% | ? | -3.5% | 18.8 | -1.2% | -11.7% | -4.6%
50 | COCCN1Cc2cccc(C(=O)Nc3ccc(S(=O)(=O)N4CCCCC4)cc3)c2C1=O | 0.1% | -10.4% | 3.6% | -15.5 | 2.7% | 5.1% | -9.5%
51 | CN(C)C(=O)C1C2NC(=S)N(c3ccccc3)C1(C)Oc1ccccc12 (stereo not drawn) | -2.7% | ? | 2.9% | -16.2 | 0.4% | 4.9% | -3.2%
52 | Cn1c(NC(=O)c2cc(Cl)ccc2Cl)cc(=O)n(C)c1=O | -3.2% | -11.1% | 2.1% | -14.9 | -3.2% | -3.7% | -3.7%
